# Pf growth 96h = inhibits malaria parasite growth, 96 h; AID 504834; P. falciparum luciferase reporter growth, 96 h; actives 6.9% (n = 320,000); Potency, µM (top dose mostly 28.7 µM), for inactives: at the top dose activity change, negative = inhibition, usual class: inhibitors
#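 Infected RBCs, 2% Hct / 0.05% parasitemia final; luciferase-reporter P. falciparum; cpd 96 h, 37 C, 5% CO2; luciferase detection reagent; luminescence.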
# Sm TGR block = inhibitors of Schistosoma mansoni thioredoxin glutathione reductase; purified TGR, DTNB reduction, TNB absorbance 405 nm; Potency, µM (top dose mostly 114 µM), for the others: at the highest dose activity change, negative = inhibition, most hits filed as inhibitors; actives 3% (n = 360,000); also: nearly all actives have a fitted effect of over 60% in size
#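 First, TGR (20 nM dispensed) and NADPH were mixed with compound. Second, a 15 min room-temperature incubation followed. Third, further NADPH and then DTNB were added to start the reaction. Finally, TNB absorbance was monitored kinetically.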
# Pf growth 48h = P. falciparum growth inhibition at 48 hours (one generation) | P. falciparum luciferase growth in erythrocytes, 48 h | Potency, µM (highest dose often 28.7 µM), inactives show at the top dose activity change, negative = inhibition, hits mostly inhibitors | actives 5.9% (n = 310,000) | AID 504832
#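 In quantitative HTS format, infected erythrocytes bearing luciferase-reporter parasites were treated for a single generation at 37 C. Luminescence after adding detection reagent served as the growth measure.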
# HCV inh = HCV inhibition | Huh7.5.1 HCVcc-Cre infection, luciferase reporter, 44 h | Potency, µM (series often up to 41.8 µM), without a hit: top-dose activity change, negative = inhibition, usual class: inhibitors | actives 3.4% (n = 340,000) | AID 651820
#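 Infectious HCV cell culture screen: compound-treated cells (1,000/well, pre-plated 4 h) are infected with HCVcc-Cre at roughly 0.5 moi and grown 44 h. Infection is quantified by luciferase signal after 15 min substrate incubation at room temperature.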
# Tb PYK inh = T. brucei pyruvate kinase inhibition; Q57TT1; Potency, µM (top dose mostly 76.8 µM), inactives show top-dose activity, negative = inhibition, usual class: inhibitors; AID 624173; actives 0.12% (n = 410,000); TbPYK enzyme, Kinase-Glo Plus ATP luminescence, 45 min; also: nearly all actives have a fitted effect of over 50% in size
#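 Readout: single end-point luminescence (Kinase-Glo Plus, 10 min). Reaction conditions were TbPYK/substrate plus 130 uM ADP, 45 min at RT, pH 7.2 TEA buffer. No-enzyme wells served as controls, and data were normalized before concentration-response fitting.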
# LmPK inh = LmPK (Leishmania mexicana) enzyme inhibition | Q27686 | purified LmPK, Kinase-Glo ATP luminescence, 1 h | Potency, µM (doses to about 57.5 µM), for inactives: at the highest dose activity change, negative = inhibition, hits mostly inhibitors | actives 0.37% (n = 290,000) | AID 1721
# Target sequence (Q27686 whole entry, looked up): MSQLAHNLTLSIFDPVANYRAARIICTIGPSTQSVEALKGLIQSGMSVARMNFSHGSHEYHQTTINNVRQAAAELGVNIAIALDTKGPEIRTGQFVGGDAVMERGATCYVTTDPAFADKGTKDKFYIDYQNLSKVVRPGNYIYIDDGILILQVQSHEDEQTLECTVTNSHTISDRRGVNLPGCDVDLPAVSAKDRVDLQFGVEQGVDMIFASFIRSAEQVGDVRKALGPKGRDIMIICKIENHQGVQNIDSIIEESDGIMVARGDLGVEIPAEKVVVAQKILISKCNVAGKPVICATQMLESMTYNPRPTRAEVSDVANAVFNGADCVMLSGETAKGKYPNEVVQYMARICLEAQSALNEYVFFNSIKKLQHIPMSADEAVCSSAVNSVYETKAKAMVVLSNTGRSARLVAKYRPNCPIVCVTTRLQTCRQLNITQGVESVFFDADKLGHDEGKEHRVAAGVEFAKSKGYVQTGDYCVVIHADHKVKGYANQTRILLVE
#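 0.1 nM LmPK, 0.5 mM PEP, 0.1 mM ADP; 50 mM imidazole pH 7.2, 7 mM MgCl2, 50 mM KCl; 1 h RT. Kinase-Glo luminescence readout, normalized to no-enzyme (full inhibition) and uninhibited wells.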
# Starred values were filed as active, the others as inactive; ? = inconclusive; . = no result given; & = joins results of further samples; [ ] = dose if it differs, or a comment. Calls follow the shape of the dose curve; as a rule, active = well fitted curve in the direction sought with a large enough effect; inconclusive = small, poorly fitted or top-dose-only effect, or another doubt; inactive = no such curve, though single readings can be large; an effect the other way counts as inactive or inconclusive. % is scaled to controls: 0 for no effect and ±100 for the full control effect; potency is read from the fitted curve at half-maximal effect.
No.	compound	Pf growth 96h	Sm TGR block	Pf growth 48h
1	COc1cccc(NC(=O)Cn2cc(C#N)c3ccccc32)c1	67%[activator]	-3%	15µM*
2	COCCn1c(CN2CCN(c3ccc(OC)cc3)CC2)nc2c1c(=O)n(C)c(=O)n2C	36%[activator]	-8%	6%
3	COc1ccc(CCn2c(=N)c(S(=O)(=O)c3ccc(C)cc3)cc3c(=O)n4ccccc4nc32)cc1	3.7µM*	-4%	5.2µM*
4	O=C(CCc1nc2ccccc2c(=O)[nH]1)NNC(=O)c1ccc(Cl)cc1	-4%	0%	0%
5	CCN(CC)S(=O)(=O)c1ccc(C(=O)NCc2n[nH]c(=S)n2-c2ccc(Cl)c(Cl)c2)cc1	?	3%	3%
6	CCN1CCN(CC(=O)Nc2ccc(C)c(Br)c2)CC1	13%	3%	.
7	CCOCCOC(=O)c1cccc(NC(=O)OCC)c1	9%	-127%	.
8	O=C(NC1(C(F)(F)F)NC(=O)N(C2CCCCC2)C1=O)c1cccs1 (configuration not stated)	1%	?	-5%
9	CCOc1ccccc1NC(=O)CN1C(=O)COc2ccccc21	12µM*	6%	-11%
10	Cn1ccnc1SCC(=O)Nc1ccc2nc(SCC(=O)NC3CC3)sc2c1	?	2%	46%[activator]
11	COc1ccc2c(c1)C(c1ccc(N3CCOCC3)cc1)=NNC(c1cccnc1)=N2	1%	-6%	?
12	CCOC(=O)c1nn(-c2ccc3c(c2)OCO3)cc1O	63%[activator]	0%	100%[activator]
13	O=C(NCc1ccc(Cl)cc1)C(=O)NCC1OCCN1S(=O)(=O)c1cc(F)ccc1F (configuration not stated)	?	2%	1%
14	CC(C)(C)C(=O)Nc1ccnn1C1CCN(C(=O)c2cccc(Cl)c2)CC1	?	7%	0%
15	COc1cc(/C(C)=N/NC(=S)NC(C)C)cc(OC)c1OC	?	-11%	?

No.	HCV inh	Tb PYK inh	LmPK inh
1	-25%	-8%	3%
2	?	.	9%
3	-30%	3%	6%
4	-4%	-2%	.
5	1%	?	-8%
6	-6%	19%	0%
7	-20%	8%	-2%
8	-14%	1%	1%
9	1%	0%	1%
10	-1%	-14%	0%
11	1%	-11%	2%
12	-1%	-3%	-19%
13	?	0%	-1%
14	16%	-14%	-5%
15	-7%	-23%	0%

# Later entries:
No.	compound	Pf growth 96h	Sm TGR block	Pf growth 48h
16	COc1ccc(-c2nn(C)c(=O)c3ccccc23)cc1CNC(=O)C1CCCCC1	?	-8%	?
17	CCOCCn1c(-c2ccc(OC)cc2)nc2ccccc21	118%[activator]	18%	.
18	O=C(Oc1ccccc1F)C1CCN(C(=O)c2ccc(F)cc2)CC1	70%[activator]	5%	46%[activator]
19	COc1ccc(C(=O)NCCS(=O)(=O)NCc2cccs2)cc1	?	0%	35%[activator]
20	COc1ccc(C(=O)C2CCCCC2=O)cc1 (configuration not stated)	30%[activator]	0%	16%
21	Cc1ccc(NC(=O)CCNS(=O)(=O)c2cccc3nsnc23)cc1	-22%	-2%&3%	-3%
22	COc1ccc(OC)c(NC(=O)CC2SC(=N)N(c3ccccc3)C2=O)c1 (configuration not stated)	2%	-18%	-10%
23	CN(CCNC(=O)c1ccc(N2CCCC2=O)cc1)CCc1ccccc1	8.3µM*	-16%	?
24	Cc1nn(Cc2ccc(Cl)cc2)c(C)c1NC(=O)C(c1ccccc1)c1ccccc1	-29%	3%	?
25	COc1cccc(OCc2cc(C(=O)N3CCN(c4ccccc4O)CC3)no2)c1	?	-5%	8%
26	COc1ccc(NC(=O)c2ccc3c(SCC(=O)O)c4c(nc3c2)CCCC4)c(OC)c1	?	1%&10%	?
27	NC(=O)c1ccc(NC(=O)COC(=O)CCCc2c[nH]c3ccccc23)cc1	3%	0%	4%
28	CCOC(=O)C(C(=O)OCC)C(=O)c1cc(OC)c(OC)c(OC)c1	?	0%	2%
29	O=c1[nH]cnc2c1ncn2[C@@H]1O[C@H](CO)[C@@H](O)[C@H]1O	-1%	5%	13%
30	Cc1onc(-c2ccccc2)c1C(O)c1ccc(F)cc1 (configuration not stated)	-34%	3%	-38%

No.	HCV inh	Tb PYK inh	LmPK inh
16	?	-3%	1%
17	-1%	2%	-4%
18	26%	-3%	.
19	20%	2%	.
20	6%	-1%	4%
21	0%	-3%&3%	2%
22	?	4%	-9%
23	16%	1%	4%
24	?	6%	4%
25	?	-4%	-7%
26	1%	-7%&2%	6%
27	9%	6%	5%
28	11%	-4%	6%
29	-1%	2%	4%
30	10%	-5%	-9%

# In another format: results already given.
No.	molecule	Pf growth 96h	Sm TGR block	Pf growth 48h	HCV inh	Tb PYK inh	LmPK inh
14	CC(C)(C)C(=O)Nc1ccnn1C1CCN(C(=O)c2cccc(Cl)c2)CC1	?	7%	0%	16%	-14%	-5%
16	COc1ccc(-c2nn(C)c(=O)c3ccccc23)cc1CNC(=O)C1CCCCC1	?	-8%	?	?	-3%	1%
9	CCOc1ccccc1NC(=O)CN1C(=O)COc2ccccc21	12µM*	6%	-11%	1%	0%	1%
13	O=C(NCc1ccc(Cl)cc1)C(=O)NCC1OCCN1S(=O)(=O)c1cc(F)ccc1F (configuration not stated)	?	2%	1%	?	0%	-1%

# Compounds shown so far with a Cl atom, in the order listed:
No.	compound	Pf growth 96h	Sm TGR block	Pf growth 48h
4	O=C(CCc1nc2ccccc2c(=O)[nH]1)NNC(=O)c1ccc(Cl)cc1	-4%	0%	0%
5	CCN(CC)S(=O)(=O)c1ccc(C(=O)NCc2n[nH]c(=S)n2-c2ccc(Cl)c(Cl)c2)cc1	?	3%	3%
13	O=C(NCc1ccc(Cl)cc1)C(=O)NCC1OCCN1S(=O)(=O)c1cc(F)ccc1F (configuration not stated)	?	2%	1%
14	CC(C)(C)C(=O)Nc1ccnn1C1CCN(C(=O)c2cccc(Cl)c2)CC1	?	7%	0%
24	Cc1nn(Cc2ccc(Cl)cc2)c(C)c1NC(=O)C(c1ccccc1)c1ccccc1	-29%	3%	?

No.	HCV inh	Tb PYK inh	LmPK inh
4	-4%	-2%	.
5	1%	?	-8%
13	?	0%	-1%
14	16%	-14%	-5%
24	?	6%	4%

# Next compounds
No.	compound	Pf growth 96h	Sm TGR block	Pf growth 48h
31	Oc1cccc(/C=N/Nc2ncnc3c2ncn3Cc2ccccc2)c1	?	-6%	27%
32	CCOC(=O)C1C(c2ccc(O)c(OC)c2)NC(=S)NC1(O)C(F)(F)F (configuration not stated)	-11%	-4%	6%
33	COc1ccc(-c2nc(CN(Cc3cnn(C)c3)C(C)C)c(C)o2)c(OC)c1	-2%	-5%	12%
34	CC(Nc1nc(=S)nc(Nc2ccc(F)cc2)[nH]1)c1ccccc1 (configuration not stated)	10µM*	0%	12µM*
35	CC(=O)Nc1ccc2oc(-c3cc(F)c(F)cc3Cl)nc2c1	?	0%	86%[activator]
36	CCOC(=O)CCn1c(=O)c2c(nc(Br)n2Cc2ccccc2)n(C)c1=O	98%[activator]	1%	?
37	C/C(CC(=O)NC1CCCCC1)=N\NC(=O)Cc1ccc(-c2ccccc2)cc1	?	5%	73%[activator]
38	CS(=O)(=O)Nc1ccc(S(=O)(=O)NCCc2ccccc2)cc1	.	-2%	-7%
39	c1ccc(-c2nc(N3CCOCC3)cc(N3CCOCC3)n2)cc1	3%	.	-15%
40	Cc1[nH]c2ccccc2c1/C=C(\C#N)C(=O)NCc1ccccc1	-11%	-2%	-12%
41	Cc1c(Cl)cccc1NC(=S)NC1CC1	-20%	-33%	-1%
42	O=C(Cc1cnc2ncnn2c1)N1CCc2c([nH]c3ccccc23)C1c1ccccn1 (configuration not stated)	16%	-20%	0%
43	CCC(=O)Nc1c(-c2ccc3ccccc3c2)nc2ccccn12	89%[activator]	8%	62%[activator]
44	O=C(NNS(=O)(=O)c1ccccc1C(F)(F)F)c1cccc(S(=O)(=O)Nc2ccccc2Cl)c1	9%	-8%	14%
45	CN(C)CCCN(Cc1cc2cc3c(cc2[nH]c1=O)OCO3)C(=S)NCc1ccco1	24%	-5%	1%

No.	HCV inh	Tb PYK inh	LmPK inh
31	2%	-13%	0%
32	6%	-15%	4%
33	?	-6%	6%
34	-23%	-19%	7%
35	11%	-2%	1%
36	?	-3%	-3%
37	13%	5%	-3%
38	3%	1%	-3%
39	?	-2%	-6%
40	?	1%	5%
41	5%	-10%	-5%
42	9%	-3%	1%
43	-5%	3%	0%
44	33%[activator]	1%	1%
45	10%	2%	8%

# (listing goes on)
No.	compound	Pf growth 96h	Sm TGR block	Pf growth 48h
46	Cc1ccc(NC(=S)NNC(=O)c2ccco2)cc1	118%[activator]	4%	114%[activator]
47	COc1ccc(CCNC(=O)c2ccc(CNS(=O)(=O)c3ccc(C(C)(C)C)cc3)cc2)cc1OC	13µM*	-3%	?
48	Cn1cc(/C=C2\SC(=O)NC2=S)c2ccccc21	?	.	?
49	CCOC(=O)CNC(=O)CSc1ccc2nnc(-c3cccnc3)n2n1	0%	3%	10%
50	O=C(NCCCN1CCOCC1)[C@@H]1CSC2c3ccccc3C(=O)N21 (some centres not stated)	-11%	?	8%
51	CC(=O)Oc1ccc(C(=O)Nc2cccc(C(=O)NC(C)(C)C)c2)cc1	5.2µM*	2%	-4%
52	O=C1/C(=C/c2ccncc2)SC(=S)N1C1CCS(=O)(=O)C1 (configuration not stated)	-14%	-13%	?
53	O=C(c1cccnc1)N1CCC(c2nc3ccccc3[nH]2)CC1	80%[activator]	0%	-5%
54	CN(C)c1ccc(C(=O)c2ccc(N(C)C)c3ccccc23)cc1	-22%	-15%	?
55	CC(Cc1ccccc1)C(=O)N(C)Cc1cccnc1 (configuration not stated)	2%	-11%	22%
56	COc1ccc(N2CC(NC(=O)Nc3ccccc3)CC2=O)cc1 (configuration not stated)	-10%	1%	-6%
57	O=C1OC(c2ccccc2)=NC12CC2c1ccc(Cl)cc1 (configuration not stated)	14%	14µM*	27%
58	Cc1ccc(C)c(CSc2nnc(-c3cccs3)n2Cc2ccco2)c1	5%	-18%	?
59	COc1ccc(C(C(=O)NC2CCCC2)N(Cc2ccccc2)C(=O)CNC(=O)c2ccco2)cc1 (configuration not stated)	.	-1%	?
60	CCc1ccc(N2CC(O)(c3cccs3)[N+]3=C2SCCC3)cc1 (configuration not stated)	?	-2%	?

No.	HCV inh	Tb PYK inh	LmPK inh
46	11%	-11%	-3%
47	?	-11%	2%
48	12%	-10%	-18%
49	10%	-2%	5%
50	0%	3%	4%
51	13µM*	1%	9%[11.5 µM]
52	-17%	-19%	7%
53	.	.	-2%
54	11µM*	-6%	2%
55	6%[8.37 µM]	0%	-5%
56	7%	-3%	1%
57	6%	-20%	2%
58	?	-13%	4%
59	-4%	1%	1%
60	?	-1%	3%

# Later entries
No.	compound	Pf growth 96h	Sm TGR block	Pf growth 48h
61	O=C(NNc1c2ccccc2nc2ccccc12)c1cccc(O)c1	?	-1%	13µM*
62	Cc1ccc(S(=O)(=O)N2CCC(NC(=O)c3cccnc3)CC2)cc1Cl	?	0%	?
63	Cc1ccc(C2CN(c3ccccc3)CC2C(=O)c2ccc(F)cc2)cc1 (configuration not stated)	?	22%	?
64	COc1cc(Cl)c(C)cc1NC(=O)COC(=O)c1cc[n+]([O-])cc1	10%	-1%	87%[activator]

No.	HCV inh	Tb PYK inh	LmPK inh
61	?	-19%	-9%
62	7%	2%	-4%
63	5%	-1%	6%
64	-8%	2%	2.8µM*

# Screens deposited in PubChem BioAssay by National Center for Advancing Translational Sciences (NCATS).

# The order is random; overall some 16% were active at least once.
